# BoNT F protease – BoNT F light chain protease inhibition | Multiplex microsphere protease cleavage assay, flow cytometry | inhibition, % at 10 µM | 360,000 tested, 0.22% active; in the data active = inhibition above about 35%, passing the limit was not always enough; inconclusive = no clear call, values can overlap the other calls; also: plate controls were buffer without enzyme for full effect and enzyme alone for no effect
# BioA inh – inhibitors of Mycobacterium tuberculosis BioA enzyme; 360,000 tested, 0.096% active; inhibition, % at 9.99 µM; purified M. tuberculosis BioA enzyme, plate reader; in the data active = inhibition above about 40%; inconclusive = no clear call, values can overlap the other calls
# GDH-TPI inh – inhibits GDH-TPI coupling enzymes, artifact for Mtb FBA screen. GDH-TPI coupled enzyme counterscreen, NADH absorbance. inhibition, % at 4.8 µM. 360,000 tested, 1.2% active. AID 588335; in the data active = inhibition above about 30%;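 also: 0% = DMSO wells and 100% = wells lacking the enzyme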
# PfHsp40 rescue – restores yeast growth despite PfHsp40 toxicity; S. cerevisiae expressing PfHsp40, growth rescue, ATP luminescence; growth rescue, % at 12.5 µM; 340,000 tested, 0.68% active; AID 504582; in the data active = growth rescue above about 28%, passing the limit was not always enough; inconclusive = no clear call, values can overlap the other calls;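 also: yeast W303a lacking pdr1 and pdr3 grown in galactose medium; growth measured after three days at 30 °C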
# FBA Mtb inh – inhibitors of M. tuberculosis fructose-bisphosphate aldolase. P9WQA3. purified M. tuberculosis FBA, fluorescence read-out. inhibition, % at 1 µM. 360,000 tested, 2.3% active; in the data active = inhibition above about 27%;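 also: 0% = vehicle and 100% = reference inhibitor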
# Target sequence (P9WQA3 whole entry, looked up): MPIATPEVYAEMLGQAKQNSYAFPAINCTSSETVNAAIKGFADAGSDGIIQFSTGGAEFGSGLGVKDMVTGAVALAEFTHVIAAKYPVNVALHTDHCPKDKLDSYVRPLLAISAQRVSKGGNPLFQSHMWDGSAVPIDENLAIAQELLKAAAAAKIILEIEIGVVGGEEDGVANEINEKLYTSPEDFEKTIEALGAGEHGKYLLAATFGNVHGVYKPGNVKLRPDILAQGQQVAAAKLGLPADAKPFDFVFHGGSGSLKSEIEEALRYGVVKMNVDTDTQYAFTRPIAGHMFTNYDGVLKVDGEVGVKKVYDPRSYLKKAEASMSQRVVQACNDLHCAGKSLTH
# FadD28 FP inh – inhibitors of Mycobacterium tuberculosis FadD28 bisubstrate binding. FadD28 bisubstrate probe binding, fluorescence polarization. inhibition, % at 12.5 µM. 360,000 tested, 0.22% active. AID 588549; in the data active = inhibition above about 8.5%, passing the limit was not always enough; inconclusive = no clear call, values can overlap the other calls
# Mtb UGM inh – blocks M. tuberculosis UGM enzyme; P9WIQ1; purified UGM, fluorescence polarization probe displacement; inhibition, % at 10 µM; 320,000 tested, 0.06% active; AID 504406; in the data active = inhibition above about 10%, passing the limit was not always enough; inconclusive = no clear call, values can overlap the other calls
# Target sequence (P9WIQ1 whole entry, looked up): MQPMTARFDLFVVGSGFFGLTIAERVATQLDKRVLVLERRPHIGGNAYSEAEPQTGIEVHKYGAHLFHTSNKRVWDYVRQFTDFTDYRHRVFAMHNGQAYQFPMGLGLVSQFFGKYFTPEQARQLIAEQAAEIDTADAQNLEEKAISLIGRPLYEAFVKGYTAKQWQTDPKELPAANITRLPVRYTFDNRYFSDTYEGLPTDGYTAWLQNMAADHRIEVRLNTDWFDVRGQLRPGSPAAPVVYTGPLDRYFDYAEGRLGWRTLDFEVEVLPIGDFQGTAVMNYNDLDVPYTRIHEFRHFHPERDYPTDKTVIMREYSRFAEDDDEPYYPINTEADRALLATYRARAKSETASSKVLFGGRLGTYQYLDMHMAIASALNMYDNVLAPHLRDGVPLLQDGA
# BoNT A protease – BoNT A light chain protease inhibition | multiplex microsphere protease substrate cleavage, flow cytometry | inhibition, % at 10 µM | 360,000 tested, 0.17% active | AID 588499; also: plate controls were buffer without enzyme for full effect and enzyme alone for no effect
# Anthrax LF prot – inhibitors of Bacillus anthracis lethal factor protease. P15917. multiplex microsphere protease cleavage assay, LF. inhibition, % at 10 µM. 360,000 tested, 0.12% active. AID 588501; also: plate controls were buffer without enzyme for full effect and enzyme alone for no effect
# An asterisk follows results filed as active; ? = inconclusive; · = no result given; & = joins results of further samples. Rule as the data show it, unless noted: active = inhibition above about 30%; inconclusive = no clear call, values can overlap the other calls; inactive = below that.
SMILES,BoNT F protease,BioA inh,GDH-TPI inh,PfHsp40 rescue,FBA Mtb inh,FadD28 FP inh,Mtb UGM inh,BoNT A protease,Anthrax LF prot
O=C(c1ccco1)N1CCn2cccc2C1c1ccccc1 (configuration not stated),0,·,-1,-2.1,1,-1.9,1.7,-0.2,-1
O=Cc1c(N2CCN(c3cccc(Cl)c3)CC2)nc2ccccn2c1=O,-20,1.6,22,8.3,6,-1.2,2.2,-0.7,-3
CCN(CC(=O)Nc1ccc2c(c1)OC(F)(F)O2)Cc1nc2ccccc2c(=O)[nH]1,-4,-0.3,11,10,3,-2.0,5.4,-0.4,-2
COc1ccc(NC(=O)Cn2c(=O)n(-c3ccccc3)c(=O)c3sccc32)c(OC)c1,1,·,-4,-0.2,-9,-2.6,-2.8,1.1,0
Cn1nc(-c2ccccc2)c(COC(=O)c2cccc(Cl)c2)c1S(=O)(=O)c1ccccc1,-9,-1.7,-6,0.9,0,-0.7,-1.0,-0.3,-6
CCc1ccc(CNC(=O)CCCn2c(=O)c3cccn3c3cccnc32)cc1,3,-1.8,22,-0.1,6,-1.7,2.9,-1.1,-3
O=C(CN1CCN(Cc2ccccc2)CC1)Nc1ccc(-n2cnnn2)cc1,4,-0.3,4,-0.2,0,-1.0,0.4,0.8,6
O=C(CNCC1(N2CCOCC2)CCCCC1)Nc1ccc(Cl)cc1,-12,·,5,-1.2,4,-1.2,-1.9,-2.0,-9
Cc1ccc(S(=O)(=O)N(C)C[C@H]2Oc3ccc(NC(=O)C4CCCCC4)cc3C(=O)N([C@H](C)CO)C[C@H]2C)cc1,2,5.5&0.8,4,2.6,0,1.0,-0.9,-0.2,2
COc1ccc(C2=CN(Cc3ccccc3)CCC2=O)cc1,-2,2.8,19,3.7,5,0.2,1.3,-0.4,-8
Cn1c(=O)c2[nH]c(NCCCN3CCOCC3)nc2n(C)c1=O,-2,1.2,1,22,0,-1.9,·,-0.1,1
CCCC(=O)N1CC2(CCC)CN(C(=O)CCC)CC(CCC)(C1)C2=O,3,·,-4,-0.4,1,-4.6,-1.8,-0.4,-1
Cc1c[n+]([O-])ccc1Oc1ccc([N+](=O)[O-])cc1,-6,0.2,4,0.5,0,0.1,1.0,-0.5,-1
CCOc1cccc2cc(C(=O)N3CCc4ccccc4C3)c(=O)oc12,1,1.8,7,1.2,2,-1.7,2.5,-0.8,-4
CCS(=O)(=O)c1ccc(O)c(NC(=O)/C=C/c2ccc(Cl)cc2)c1,-7,-0.1,34*,-0.3,-3,-2.2,2.0,-1.5,-6
COc1ccccc1N(CC(=O)NCc1ccccc1)C(=O)CCC(=O)Nc1cc(C)ccn1,-3,1.0,4,0.5,-11,-3.7,-4.4,0.1,1
Cc1cc(/C=C2/NC(=O)NC2=O)c(C)n1C,1,·,19,0.3,-1,-3.1,2.6,0.0,-2
O=C(NCCC1CCCCN1S(=O)(=O)c1ccccc1)C(=O)NCc1ccccc1F (configuration not stated),3,1.0,5,0.7,0,-0.6,-0.8,-1.0,4
CCn1cc(C(=O)N2CC(C)CC(C)C2)c(=O)c2cc(S(=O)(=O)N(C)C)ccc21 (configuration not stated),-10,1.1,25,-0.2,5,1.5,1.8,-0.6,-2
O=C(Nn1c(-c2ccncc2)nc2ccccc2c1=O)c1ccc(Br)cc1,0,·,0,0.4,2,0.3,0.5,0.5,0
O=C(CCCN1C(=O)/C(=C/c2cccs2)SC1=S)Nc1cc([N+](=O)[O-])ccc1O,0,-0.9,3,0.2,-2,-0.2,0.2,1.7,2
CC(c1cccs1)N(Cc1ccco1)C(=S)Nc1ccc(F)c(Cl)c1 (configuration not stated),0,-1.7,-5,-0.1,38*,-0.4,-1.2,0.8,-3
COc1ccc(CC(=O)NNC(=O)COc2ccc(Cl)cc2C)cc1S(=O)(=O)N1CCOCC1,4,-0.3,2,-0.8,-1,-1.3,3.5,-0.7,3
Cc1cc(C(=O)N/N=C2\CC(=O)CC(C)(C)C2)c(C)n1-c1ccc(F)cc1,-10,-1.8,2,-1.2,-2,0.6,0.6,-0.2,-4
CS(=O)(=O)N(CC(=O)Nc1ccccc1Sc1ccccc1)c1cccc(Br)c1,-2,-0.4,-2,-0.5,-1,0.3,0.2,-0.1,-1
Cc1noc(-c2ccccc2OC(=O)c2ccccc2)n1,-11,0.1,2,2.3,7,-2.8,-1.7,0.0,0
O=C(CSc1nnnn1-c1ccc2c(c1)OCCO2)c1cccc2c1OCCO2,-14,-1.2,6,-0.4,2,0.3,-2.5,0.6,-2
CCc1ccccc1N(CC(=O)NCc1ccco1)C(=O)CCC(=O)Nc1ccccn1,-16,-0.8,-4,-1.4,4,0.4,-1.6,1.6,1
CCC(=O)c1cn(CC(=O)O)c2ccccc12,-4,0.6,-1,-1.3,-1,-1.2,-1.3,0.5,-4
O=S(=O)(Nc1ccc(O)c(Sc2nc3ccccc3s2)c1)c1ccc(Cl)cc1,-9,4.0,7,14,1,-7.1,1.6,-1.0,-2

# Ordered by formula weight (low to high): 10 of the compounds above
SMILES,BoNT F protease,BioA inh,GDH-TPI inh,PfHsp40 rescue,FBA Mtb inh,FadD28 FP inh,Mtb UGM inh,BoNT A protease,Anthrax LF prot
CCC(=O)c1cn(CC(=O)O)c2ccccc12,-4,0.6,-1,-1.3,-1,-1.2,-1.3,0.5,-4
Cc1cc(C(=O)N/N=C2\CC(=O)CC(C)(C)C2)c(C)n1-c1ccc(F)cc1,-10,-1.8,2,-1.2,-2,0.6,0.6,-0.2,-4
CC(c1cccs1)N(Cc1ccco1)C(=S)Nc1ccc(F)c(Cl)c1 (configuration not stated),0,-1.7,-5,-0.1,38*,-0.4,-1.2,0.8,-3
O=C(CSc1nnnn1-c1ccc2c(c1)OCCO2)c1cccc2c1OCCO2,-14,-1.2,6,-0.4,2,0.3,-2.5,0.6,-2
CCn1cc(C(=O)N2CC(C)CC(C)C2)c(=O)c2cc(S(=O)(=O)N(C)C)ccc21 (configuration not stated),-10,1.1,25,-0.2,5,1.5,1.8,-0.6,-2
O=C(Nn1c(-c2ccncc2)nc2ccccc2c1=O)c1ccc(Br)cc1,0,·,0,0.4,2,0.3,0.5,0.5,0
CCc1ccccc1N(CC(=O)NCc1ccco1)C(=O)CCC(=O)Nc1ccccn1,-16,-0.8,-4,-1.4,4,0.4,-1.6,1.6,1
O=S(=O)(Nc1ccc(O)c(Sc2nc3ccccc3s2)c1)c1ccc(Cl)cc1,-9,4.0,7,14,1,-7.1,1.6,-1.0,-2
O=C(CCCN1C(=O)/C(=C/c2cccs2)SC1=S)Nc1cc([N+](=O)[O-])ccc1O,0,-0.9,3,0.2,-2,-0.2,0.2,1.7,2
COc1ccc(CC(=O)NNC(=O)COc2ccc(Cl)cc2C)cc1S(=O)(=O)N1CCOCC1,4,-0.3,2,-0.8,-1,-1.3,3.5,-0.7,3

# (cont.)
SMILES,BoNT F protease,BioA inh,GDH-TPI inh,PfHsp40 rescue,FBA Mtb inh,FadD28 FP inh,Mtb UGM inh,BoNT A protease,Anthrax LF prot
Cc1cc(C)c(CN2CCC(n3nccc3NC(=O)C3CCOC3)CC2)cc1C (configuration not stated),2,-0.9,-2,0.2,2,·,0.2,-0.3,-3
O=C(N(Cc1ccccc1)c1ccccn1)C12CC3CC(CC(C3)C1)C2,?,-1.7,0,0.4,-1,-0.7,-0.2,?,?
CCc1ccc(NC(=O)CSc2nc3[nH]ncc3c(=O)[nH]2)cc1,-2,-0.7,-5,0.3,-1,-4.0,2.4,0.1,-2
CCOC(=O)N1CCN(S(=O)(=O)c2cn(C)c(=O)n(C)c2=O)CC1,-6,-2.5,2,14,1,-2.4,2.9,0.8,0
O=C(Nc1cccc(F)c1)Nc1ccccn1,-1,0.1,-2,-1.0,0,-2.2,2.4,0.5,-3
CCC1(CC)C(=O)NC(=Nc2cccc(C(F)(F)F)c2)NC1=O,5,-0.1,3,111*,4,-1.6,-4.9,0.3,2
O=C(COc1ccccc1)Nc1cccc(S(=O)(=O)N2CCCC2)c1,·,0.7,-2,-2.0,-1,-1.1,·,·,·
COC(=O)CSc1c(-c2ccccc2)c2cc(Cl)ccc2[nH]c1=O,6,-1.3,29,0.5,0,-6.0,-4.1,-0.5,-4
CCOC(=O)N1CCN(Cc2nc3cc(NC(=O)c4cccs4)ccc3n2CC)CC1,-2,23,6,-0.2,1,-2.4,3.4,-0.1,2
COCCN1C=C2C(=O)C(C)(OC(=O)c3cccs3)C(=O)C=C2C=C1CCCC(=O)OC (configuration not stated),-4,2.7,21,-1.3,-1,1.4,-2.3,-0.5,-6
Cc1ccc(C2=Nc3ccccc3N=C(c3ccc([N+](=O)[O-])cc3)C2)c(O)c1,0,-1.2,14,-0.8,1,-3.3,-2.3,0.6,0
CCc1ccc(C2CC(c3ccccc3Cl)Nc3nc(N)nn32)cc1 (configuration not stated),-5,8.7,1,-0.7,-1,-5.6,0.1,0.0,2
CC(C)(NO)/C(=N\O)c1ccc(Cl)cc1,2,-0.8,-4,-0.6,1,-1.6,-0.2,-0.2,-5
CC(C(=O)Nc1cccc(Br)c1)c1ccc([N+](=O)[O-])cc1 (configuration not stated),-1,·,-2,-0.8,-1,-4.0,-2.6,0.0,-1
CC(CCN1CCN(c2ccccn2)CC1)c1ccccc1 (configuration not stated),6,3.0,2,0.0,4,-0.8,-0.1,-4.0,1
COc1ccc(CCn2c(C)cc(C(=O)COC(=O)c3cnccn3)c2C)cc1,-12,0.8,3,-1.0,-1,-4.3,5.0,-1.6,1
N#CC(c1ccccc1)c1ccc([N+](=O)[O-])cc1 (configuration not stated),-1,·,·,·,2,-0.6,·,-0.2,-9
COc1ccccc1-c1nnc(SC(C)C(=O)N2CCOCC2)o1 (configuration not stated),1,1.7,6,-0.3,0,-1.5,0.7,2.3,-4
Cc1nc2ncnn2c(C)c1CCC(=O)N1CCc2ccccc21,3,-1.8,-3,0.6,3,0.6,0.7,-0.1,2
CC1CC1C(=O)Nc1ccc(-c2ccccc2)cc1 (configuration not stated),-5,·,-4,1.4,0,-3.1,-0.6,0.0,-2
CCc1ccc(NC(=O)N[C@H](C(=O)O)C(C)CC)cc1 (some centres not stated),-2,-1.0,-6,-0.1,-1,0.0,0.7,-0.7,6
O=C(c1ccc2c(c1)OCO2)C1CCCN(C(=O)c2cnn(Cc3ccccc3)c2)C1 (configuration not stated),-7,3.8,12,1.1,4,-1.4,0.1,-1.0,-3
Cc1ccc(CNC(=O)C23CN(Cc4ccccc4)CC2C(c2ccc([N+](=O)[O-])cc2)=NO3)o1 (configuration not stated),-11,-3.3,22,-0.1,3,0.7,0.2,-0.5,-1
CCOC(=O)C1C(=O)C=C(C)C(C(=O)OCC)C1c1ccc(OC)cc1 (configuration not stated),8,-0.9,5,0.9,0,0.3,-9.3,0.5,-5
O=C(Cn1nc(-c2ccc(Cl)cc2)ccc1=O)N1CCN(c2ccccc2)CC1,9,0.7,8,0.0,-3,-2.4,-2.1,0.1,0
CCN(CC(=O)NC1CCS(=O)(=O)C1)c1nc(-c2cccnc2)nc2ccccc12 (configuration not stated),-6,·,11,-0.8,3,0.7,2.8,0.0,-2
O=C(Nc1ccc2c(c1)CCC2)c1ccc(Br)s1,-1,12,2,11,1,-4.4,-0.6,0.2,2
COc1ccc(O)c(CN2CCN(C/C=C/c3ccccc3)CC2)c1,-3,-0.5,1,1.0,2,-0.5,3.4,-1.2,-1
CCOC(=O)C1(Cc2cccc(F)c2)CCN(C(=O)COC)CC1,-2,1.6,23,0.0,7,-0.4,·,-0.4,-2
O=C(Nc1ccc2c(c1)CCCN2C(=O)c1ccccc1)c1ccccc1,5,1.9,7,-0.7,2,0.3,1.3,-0.7,3
CC(=O)c1ccc(NC(=O)CSc2ccc3nnc(-c4ccccn4)n3n2)cc1,-4,18,9,1.7,-1,0.4,0.0,-1.6,0
c1ccc(-c2cn3c4c(sc3n2)CCCC4)cc1,1&-6,0.1&-1.2,10&14,17&1.9,1&4,-2.9&-2.2,-2.0,0.2&0.1,4&3
NNC(=O)c1cc(-c2ccccc2)sc1N,-9,-2.9,27,-0.8,2,-0.8,-2.8,-0.5,-4
